Bioassay records as filed in PubChem BioAssay.
TcdB GH inh: inhibitors of Clostridioides difficile toxin B glycohydrolase | 350,000 tested, 0.24% active | TcdB glycohydrolase enzymatic assay, plate reader | inhibition, % at 9.99 µM; in the data active = inhibition above about 10%
Target sequence (P18177 whole entry, looked up): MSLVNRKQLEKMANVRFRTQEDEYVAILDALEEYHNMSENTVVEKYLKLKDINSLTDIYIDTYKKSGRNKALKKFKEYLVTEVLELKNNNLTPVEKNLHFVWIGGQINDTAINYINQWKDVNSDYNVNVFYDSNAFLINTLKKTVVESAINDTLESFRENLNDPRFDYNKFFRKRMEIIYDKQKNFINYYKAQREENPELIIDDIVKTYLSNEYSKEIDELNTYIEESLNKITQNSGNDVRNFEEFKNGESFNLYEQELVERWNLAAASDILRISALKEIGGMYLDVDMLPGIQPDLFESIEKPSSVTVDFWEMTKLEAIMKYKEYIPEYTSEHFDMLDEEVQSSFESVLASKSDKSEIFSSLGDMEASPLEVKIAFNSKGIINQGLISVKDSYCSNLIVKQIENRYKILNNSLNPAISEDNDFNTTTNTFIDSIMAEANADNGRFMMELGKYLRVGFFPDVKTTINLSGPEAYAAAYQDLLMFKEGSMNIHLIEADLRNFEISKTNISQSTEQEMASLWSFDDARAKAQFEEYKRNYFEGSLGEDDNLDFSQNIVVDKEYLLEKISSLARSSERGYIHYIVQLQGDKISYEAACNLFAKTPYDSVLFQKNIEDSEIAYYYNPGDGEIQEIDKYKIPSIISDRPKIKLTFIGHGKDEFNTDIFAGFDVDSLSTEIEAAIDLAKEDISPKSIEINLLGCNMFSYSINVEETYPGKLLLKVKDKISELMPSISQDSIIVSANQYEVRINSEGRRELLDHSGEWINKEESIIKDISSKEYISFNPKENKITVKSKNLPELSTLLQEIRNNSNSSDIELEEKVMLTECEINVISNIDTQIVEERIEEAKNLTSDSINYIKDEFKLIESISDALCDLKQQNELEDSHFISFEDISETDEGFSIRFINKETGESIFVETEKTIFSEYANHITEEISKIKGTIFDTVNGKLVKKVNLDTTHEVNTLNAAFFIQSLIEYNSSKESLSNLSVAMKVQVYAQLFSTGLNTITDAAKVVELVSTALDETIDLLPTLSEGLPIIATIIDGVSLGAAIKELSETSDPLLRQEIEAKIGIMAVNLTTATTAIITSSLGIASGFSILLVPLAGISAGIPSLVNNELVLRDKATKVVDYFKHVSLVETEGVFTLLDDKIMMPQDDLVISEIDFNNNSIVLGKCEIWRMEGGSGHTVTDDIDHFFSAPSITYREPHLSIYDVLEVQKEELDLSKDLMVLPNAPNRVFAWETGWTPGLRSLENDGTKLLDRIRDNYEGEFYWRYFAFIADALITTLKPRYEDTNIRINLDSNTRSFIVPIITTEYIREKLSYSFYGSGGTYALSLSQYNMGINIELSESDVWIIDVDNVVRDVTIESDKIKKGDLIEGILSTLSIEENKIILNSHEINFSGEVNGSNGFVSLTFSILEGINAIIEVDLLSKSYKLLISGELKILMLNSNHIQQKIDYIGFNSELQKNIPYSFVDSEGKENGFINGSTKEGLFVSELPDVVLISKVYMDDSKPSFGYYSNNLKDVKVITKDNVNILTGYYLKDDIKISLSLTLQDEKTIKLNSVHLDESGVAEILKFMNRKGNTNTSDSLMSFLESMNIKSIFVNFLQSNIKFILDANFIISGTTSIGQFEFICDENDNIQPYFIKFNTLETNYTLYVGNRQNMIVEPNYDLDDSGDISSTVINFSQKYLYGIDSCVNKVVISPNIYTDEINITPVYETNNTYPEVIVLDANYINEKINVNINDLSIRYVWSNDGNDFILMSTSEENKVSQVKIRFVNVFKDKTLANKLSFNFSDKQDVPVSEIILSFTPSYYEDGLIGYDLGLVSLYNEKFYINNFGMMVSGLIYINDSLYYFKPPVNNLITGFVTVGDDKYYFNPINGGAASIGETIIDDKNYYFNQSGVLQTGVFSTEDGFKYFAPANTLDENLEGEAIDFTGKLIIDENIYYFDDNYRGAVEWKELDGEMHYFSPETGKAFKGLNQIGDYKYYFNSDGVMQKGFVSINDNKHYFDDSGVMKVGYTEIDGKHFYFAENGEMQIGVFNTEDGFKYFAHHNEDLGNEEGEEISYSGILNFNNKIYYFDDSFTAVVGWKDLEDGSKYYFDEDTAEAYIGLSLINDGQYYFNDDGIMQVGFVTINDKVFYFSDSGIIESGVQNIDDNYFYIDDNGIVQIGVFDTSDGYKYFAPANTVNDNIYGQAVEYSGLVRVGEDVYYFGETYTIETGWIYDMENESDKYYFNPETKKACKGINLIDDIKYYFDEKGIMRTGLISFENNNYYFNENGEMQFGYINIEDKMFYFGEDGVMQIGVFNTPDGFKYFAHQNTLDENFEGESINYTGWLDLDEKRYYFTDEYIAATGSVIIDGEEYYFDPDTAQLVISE
Active calls of the source: *. This is a subset; rates above refer to the full screens.

SMILES	TcdB GH inh
C[C@H](CO)N1C[C@H](C)[C@@H](CN(C)Cc2ccc(-c3ccccc3)cc2)Oc2c(NC(=O)C3CC3)cccc2C1=O	1.0
O=C(CN1CCOCC1)NCC[C@@H]1CC[C@@H](NC(=O)c2ccccc2F)[C@@H](CO)O1	-0.5
CCCNC(=O)Nc1ccc2c(c1)C(=O)N(C)C[C@H](OC)[C@H](C)CN(C)[C@H](C)CO2	1.4
CC(C)CC#Cc1cnc2c(c1)C(=O)N([C@@H](C)CO)C[C@H](C)[C@@H](CN(C)CC1CCOCC1)O2	0.9
C[C@@H]1CCCCO[C@@H](CN(C)C(=O)C2CCCCC2)[C@H](C)CN([C@@H](C)CO)C(=O)c2cc(NS(=O)(=O)c3ccc(F)cc3)ccc2O1	0.7
O=C(NCC1CCCCC1)[C@@H]1[C@@H](CO)[C@@H]2Cn3c(ccc(C4=CCCC4)c3=O)[C@H]1N2C(=O)CC1CC1	-0.6
C[C@H]1CN([C@@H](C)CO)C(=O)c2cc(NC(=O)C3CCCCC3)ccc2O[C@H]1CN(C)C(=O)Nc1ccc(F)cc1	0.6
C[C@H]1CN([C@@H](C)CO)C(=O)c2cccc(NS(=O)(=O)c3ccc(Cl)cc3)c2O[C@H]1CN(C)Cc1ccc2c(c1)OCO2	0.9
C[C@H]1CN([C@@H](C)CO)C(=O)Cc2cc(NC(=O)Cc3cn(C)c4ccccc34)ccc2O[C@H]1CN(C)Cc1ccccc1	-1.0
C[C@H]1CN([C@@H](C)CO)C(=O)c2cc(C#CCN(C)C)cnc2O[C@H]1CN(C)C(=O)c1ccc2c(c1)OCO2	-0.5
C[C@@H]1CN([C@@H](C)CO)C(=O)c2cccc(NC(=O)C3CC3)c2O[C@@H]1CN(C)S(=O)(=O)c1cn(C)cn1	0.1
CN1C(=O)c2cc(NC(=O)c3cc(F)cc(F)c3)ccc2OC[C@H]2O[C@@H](CC(=O)O)CC[C@@H]21	0.0
C[C@@H]1CCCCO[C@H](CN(C)C(=O)Nc2ccc(C(F)(F)F)cc2)[C@@H](C)CN([C@H](C)CO)C(=O)c2cc(NC(=O)CCC(F)(F)F)ccc2O1	0.3
COc1ccc(S(=O)(=O)Nc2ccc3c(c2)C(=O)N([C@@H](C)CO)C[C@@H](C)[C@@H](CN(C)C(=O)CCCN(C)C)OCCCC[C@H](C)O3)cc1	0.3
O=C(Cc1ccncc1)NCC[C@H]1CC[C@H](NC(=O)Nc2ccc(F)cc2)[C@H](CO)O1	-0.7
COc1ccccc1NC(=O)N1CC(=O)N2[C@H](CO)[C@@H](c3ccc(C#Cc4ccc(F)cc4)cc3)[C@@H]2C1	-0.3
COc1ccc(S(=O)(=O)N(C)C[C@H]2OCCCC[C@H](C)Oc3ccc(NC(=O)Nc4cccc5ccccc45)cc3C(=O)N([C@@H](C)CO)C[C@H]2C)cc1	-7.6
CCS(=O)(=O)Nc1ccc2c(c1)C(=O)N(C)C[C@H](OC)[C@H](C)CN(C(=O)C1CC1)[C@H](C)CO2	-1.0
O=C(C[C@@H]1CC[C@@H]2[C@H](COC[C@H](O)CN2S(=O)(=O)c2ccc(Cl)cc2)O1)NCC1CCCCC1	-0.1
C[C@@H]1CN([C@H](C)CO)C(=O)c2cc(-c3ccncc3)cnc2O[C@H]1CN(C)C(=O)Cc1cccnc1	0.2
C[C@@H]1CN([C@@H](C)CO)C(=O)Cc2cc(NC(=O)C3CC3)ccc2O[C@H]1CN(C)S(=O)(=O)c1ccccc1	0.8
C[C@@H]1CCCCO[C@H](CN(C)C(=O)Nc2ccc3c(c2)OCO3)[C@@H](C)CN([C@@H](C)CO)C(=O)c2cc(NS(=O)(=O)c3cccs3)ccc2O1	0.5
O=C(C[C@@H]1C=C[C@@H](NC(=O)c2ccccc2)[C@@H](CO)O1)NCc1ccc(Oc2ccccc2)cc1	-0.3
O=C(CC(F)(F)F)N1C[C@@H]2[C@H](c3ccccc31)[C@H](CO)N2C(=O)CN1CCOCC1	0.3
Cc1ccc(S(=O)(=O)N(C)C[C@H]2Oc3ccc(NS(=O)(=O)c4ccc(Cl)cc4)cc3C(=O)N([C@H](C)CO)C[C@H]2C)cc1	1.1

Other structures:
SMILES	TcdB GH inh
CO[C@H]1CN(C)C(=O)c2cc(NC(C)=O)ccc2OC[C@H](C)N(S(=O)(=O)c2cn(C)cn2)C[C@@H]1C	-0.5
CN1CCN(C(=O)C[C@@H]2CC[C@@H]3[C@@H](COc4ccc(NC(=O)c5ccc(F)c(F)c5)cc4C(=O)N3C)O2)CC1	-0.1
OC[C@H]1[C@H](c2ccc(C#CC3CCCC3)cc2)[C@@H]2CN(CCC(F)(F)F)CCCCN12	1.3
C[C@@H]1CN([C@H](C)CO)S(=O)(=O)c2ccc(C3=CCCCC3)cc2O[C@H]1CN(C)C(=O)Cc1ccccc1	-1.4
O=S(=O)(N[C@H]1CC[C@@H](CCn2cc(-c3ccc(F)cc3)nn2)O[C@@H]1CO)c1ccccc1F	-1.0
C[C@@H]1COc2cc(N3CCCC3)ccc2S(=O)(=O)N1	-0.4
CNC[C@H]1Oc2ccc(NC(=O)Cn3cnnn3)cc2CC(=O)N([C@H](C)CO)C[C@@H]1C	0.2
NCC[C@@H]1CC[C@@H](NC(=O)C2CCC2)[C@H](CO)O1	-1.2
O=C(Cc1cccnc1)N1CC(=O)N2[C@H](CO)[C@@H](c3ccc(C#CC4CCCCC4)cc3)[C@@H]2C1	1.1
CC=Cc1ccc2n(c1=O)C[C@H]1[C@H](CO)[C@@H](C(=O)N3CCc4ccccc4C3)N[C@@H]21 (mixture of isomers)	-0.3
COc1ccc2c3c(n(C)c2c1)[C@@H](CO)N(C(=O)c1ccc(F)cc1)CC31CCN(C)CC1	0.3
CN(C)CC(=O)N1CC(=O)N2[C@H](CO)[C@@H](c3ccc(-c4ccc(C(=O)N(C)C)cc4)cc3)[C@H]2C1	-1.5
CN1C(=O)c2cc(NC(=O)Nc3cccc(Cl)c3)ccc2OC[C@@H]2O[C@H](CC(=O)NCCc3ccncc3)CC[C@@H]21	0.7
C[C@H](O)C#Cc1ccc2c(c1)O[C@H](CN(C)C(=O)CN(C)C)[C@@H](C)CN([C@H](C)CO)S2(=O)=O	0.4
COCC(=O)Nc1ccc2c(c1)OC[C@H](C)N(Cc1ccccc1OC)C[C@@H](C)[C@H](OC)CN(C)C2=O	-1.9
C[C@H]1CN([C@@H](C)CO)C(=O)Cc2cc(NC(=O)Nc3ccc(F)cc3)ccc2O[C@@H]1CN(C)CC1CC1	-2.8
CN(C)C(=O)c1cccc(-c2ccc([C@H]3[C@@H](CO)N4CCCCN(C(=O)C5CCCC5)C[C@@H]34)cc2)c1	-0.5
C[C@@H]1CCc2cnnn2COC[C@@H](c2ccccc2)NC1=O	-1.8
CO[C@@H]1CN(C)C(=O)c2cc(NS(=O)(=O)c3ccccc3F)ccc2OC[C@@H](C)NC[C@@H]1C	-0.3
C[C@@H]1CN([C@H](C)CO)C(=O)c2cccc(NC(=O)Nc3ccc(C(F)(F)F)cc3)c2O[C@H]1CN(C)C(=O)NC1CCCCC1	-1.3
CCCCCNC(=O)C(c1cccc2ccccc12)n1c(=O)c(-c2ccco2)nc2ccccc21 (configuration not stated)	0.6
C[C@H]1CCCCO[C@@H](CN(C)C(=O)NC2CCCCC2)[C@@H](C)CN([C@@H](C)CO)C(=O)c2cc(NC(=O)c3ccncc3)ccc2O1	-0.1
CCCNC(=O)N1CC2(C1)[C@@H](c1ccccc1)[C@@H](CO)N2C(=O)CC1CC1	-0.2
CN1C(=O)c2cc(NC(=O)c3cccc(F)c3)ccc2OC[C@H]2O[C@H](CC(=O)NCc3ccccc3Cl)CC[C@H]21	-0.1
C[C@@H](NC(=O)C[C@H]1C[C@@H]2c3cc(NC(=O)C4CCC4)ccc3O[C@@H]2[C@H](CO)O1)c1ccccc1	0.0

In another format: results already given
> COCC(=O)Nc1ccc2c(c1)OC[C@H](C)N(Cc1ccccc1OC)C[C@@H](C)[C@H](OC)CN(C)C2=O
  TcdB GH inh: -1.9

> C[C@H]1CN([C@@H](C)CO)C(=O)Cc2cc(NC(=O)Nc3ccc(F)cc3)ccc2O[C@@H]1CN(C)CC1CC1
  TcdB GH inh: -2.8

> CN(C)C(=O)c1cccc(-c2ccc([C@H]3[C@@H](CO)N4CCCCN(C(=O)C5CCCC5)C[C@@H]34)cc2)c1
  TcdB GH inh: -0.5

> C[C@@H]1CCc2cnnn2COC[C@@H](c2ccccc2)NC1=O
  TcdB GH inh: -1.8

(more compounds)
SMILES	TcdB GH inh
C[C@H]1CN([C@@H](C)CO)C(=O)c2cc(-c3ccncc3)cnc2O[C@@H]1CN(C)Cc1cccnc1	-0.1
C[C@H](CO)N1C[C@H](C)[C@H](CN(C)Cc2ccc(-c3ccccc3)cc2)Oc2ccc(NC(=O)c3ccncc3)cc2CC1=O	-0.5
CN(C)C(=O)C[C@@H]1CC[C@H]2[C@H](COc3ccc(NC(=O)C4CC4)cc3C(=O)N2C)O1	0.3
COCC(=O)Nc1ccc2c(c1)C(=O)N(C)C[C@H](OC)[C@H](C)CN(CCc1ccccc1)[C@H](C)CO2	-1.0
CN1C(=O)c2cc(NS(C)(=O)=O)ccc2OC[C@@H]2O[C@@H](CC(=O)NCc3ccccc3)CC[C@@H]21	0.4
COc1ccccc1C#Cc1ccc2c(c1)O[C@@H](CN(C)Cc1cncnc1)[C@H](C)CN([C@@H](C)CO)S2(=O)=O	1.0
C[C@H](CO)N1C[C@H](C)[C@H](CN(C)Cc2cncnc2)Oc2cc(C3=CCCC3)ccc2S1(=O)=O	0.9
COc1ccc2c3c(n(C)c2c1)[C@@H](CO)N(S(=O)(=O)c1ccc(C)cc1)CC31CCN(S(=O)(=O)c2ccc(C)cc2)CC1	-0.1
COC(=O)C[C@@H]1CC[C@@H]2[C@H](COc3ccc(NC(=O)c4cccc(Cl)c4)cc3C(=O)N2C)O1	1.9
C[C@@H]1CN([C@H](C)CO)C(=O)c2cc(NS(C)(=O)=O)ccc2O[C@@H]1CN(C)S(=O)(=O)c1ccc(F)cc1	1.1
O=C(C[C@H]1CC[C@@H]2[C@H](COC[C@H](O)CN2Cc2cocn2)O1)NCc1cccc(F)c1	-1.2
C[C@@H](NC(=O)C[C@H]1C[C@@H]2c3cc(NS(C)(=O)=O)ccc3O[C@@H]2[C@@H](CO)O1)c1ccccc1	-0.1
C[C@H]1CN([C@@H](C)CO)C(=O)c2cccc(NC(=O)Nc3ccc(C(F)(F)F)cc3)c2O[C@@H]1CN(C)Cc1ccc(C(=O)Nc2ccccc2N)cc1	-0.2
COc1ccc(NC(=O)N(C)C[C@H]2OCc3ccccc3-c3ccccc3C(=O)N([C@@H](C)CO)C[C@H]2C)c(OC)c1	-0.2
CNC(=O)C[C@@H]1CC[C@@H]2[C@@H](COc3ccc(NC(=O)c4ccc(OC)cc4)cc3C(=O)N2C)O1	0.8
CCS(=O)(=O)Nc1ccc2c(c1)C(=O)N(C)[C@@H]1CC[C@H](CC(=O)N3CCCCC3)O[C@H]1CO2	0.9
CCOC(=O)[C@]12CCCC=C1N(Cc1ccccc1)C(=O)[C@H](CC(=O)NCCc1ccccc1OC)C2	1.2
C[C@H](NC(=O)C[C@H]1CC[C@H]2[C@@H](COC[C@@H](O)CN2C(=O)Nc2cccc(F)c2)O1)c1ccccc1	-0.1
O=C(Nc1cccc(Cl)c1)N[C@@H]1CC[C@H](CCNC(=O)C2CCOCC2)O[C@H]1CO	-1.9
Cc1noc(C)c1S(=O)(=O)N(C)C[C@@H]1Oc2ccc(NS(=O)(=O)c3ccc(F)cc3)cc2CC(=O)N([C@@H](C)CO)C[C@H]1C	1.1
Cc1noc(C)c1NC(=O)N(C)C[C@@H]1Oc2ncc(C#Cc3ccccc3)cc2C(=O)N([C@H](C)CO)C[C@@H]1C	-0.1
O=C(NC1CCCC1)[C@H]1[C@H](CO)[C@H]2Cn3c(ccc(-c4cccnc4)c3=O)[C@@H]1N2CC1CC1	1.0
CCc1c(-c2ccccc2OC)ncn1CCc1ccccc1OC	-0.4
C[C@@H]1CN([C@@H](C)CO)C(=O)c2cc(-c3ccncc3)cnc2O[C@H]1CN(C)Cc1ccc(Oc2ccccc2)cc1	1.4
CCOC(=O)N(C)C[C@@H]1OCc2ccccc2-c2ccccc2C(=O)N([C@@H](C)CO)C[C@@H]1C	0.6

5 records picked at random from the list so far, as already listed:
SMILES	TcdB GH inh
COc1ccc(S(=O)(=O)N(C)C[C@H]2OCCCC[C@H](C)Oc3ccc(NC(=O)Nc4cccc5ccccc45)cc3C(=O)N([C@@H](C)CO)C[C@H]2C)cc1	-7.6
CC(C)CC#Cc1cnc2c(c1)C(=O)N([C@@H](C)CO)C[C@H](C)[C@@H](CN(C)CC1CCOCC1)O2	0.9
CCc1c(-c2ccccc2OC)ncn1CCc1ccccc1OC	-0.4
Cc1ccc(S(=O)(=O)N(C)C[C@H]2Oc3ccc(NS(=O)(=O)c4ccc(Cl)cc4)cc3C(=O)N([C@H](C)CO)C[C@H]2C)cc1	1.1
C[C@@H]1CCc2cnnn2COC[C@@H](c2ccccc2)NC1=O	-1.8

(continued)
SMILES	TcdB GH inh
O=C(C[C@@H]1C[C@@H]2c3cc(NC(=O)NC4CCCC4)ccc3O[C@@H]2[C@@H](CO)O1)NCc1ccc(-c2ccccc2)cc1	-0.9
COC(=O)c1cc2c(c3c4cc(C)ccc4n(S(=O)(=O)c4ccccc4)c13)C(=O)N(Cc1ccc(C(F)(F)F)cc1)C2	-0.3
Cc1noc(C)c1S(=O)(=O)N(C)C[C@@H]1OCCCC[C@@H](C)Oc2ccc(NC(=O)NC(C)C)cc2C(=O)N([C@@H](C)CO)C[C@@H]1C	-0.2
Cc1ccc(S(=O)(=O)N(C)C[C@H]2OCCCC[C@H](C)Oc3ccc(NS(=O)(=O)c4c(C)noc4C)cc3C(=O)N([C@H](C)CO)C[C@@H]2C)cc1	-1.0
COc1ccc2c3c([nH]c2c1)[C@@H](CO)N(C(=O)C1CCOCC1)CC31CN(S(C)(=O)=O)C1	0.5
O=C(C[C@H]1C[C@H]2c3cc(NC(=O)C4CCC4)ccc3O[C@H]2[C@H](CO)O1)NCc1ccccn1	-0.1
